High-throughput results deposited in PubChem by National Center for Advancing Translational Sciences (NCATS).
TexasRed fluor – Total Fluorescence Counterscreen for Inhibitors of the Interaction of Thyroid Hormone Receptor and Steroid Receptor Coregulator 2; TRb/SRC2 Texas Red total fluorescence interference; Potency, µM (top dose mostly 106 µM), inactives show at the top dose fluorescence change, negative = quenching; actives 0.29% (n = 280,000); AID 1479, 2009; active = well fitted curve in either direction with a large enough effect; inconclusive = small, poorly fitted or top-dose-only effect
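Human TRβ ligand-binding domain (0.6 uM) and Texas Red SRC2 peptide (20 nM) in Tris buffer with 1 uM T3 and 5% DMSO were incubated with pinned compound for 5 hr at ambient temperature. Total fluorescence was computed as S + 2P (555/632 nm).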
RECQ1 inh – qHTS Assay for Inhibitors of RecQ-Like Dna Helicase 1 (RECQ1); AID 2549, 2010; Potency, µM (highest dose often 57.3 µM), without a hit: at the top dose activity, negative = inhibition, hits mostly inhibitors; actives 0.54% (n = 240,000); RECQ1 DNA unwinding, red fluorescence kinetic read;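 also: plate controls were vehicle for no effect and no enzyme for full effect; nearly all actives have a fitted effect of over 30% in size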
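50 nM RECQ1T1 preincubated 15 min with compound in Tris pH 8.0 buffer with MgCl2, DTT, Tween-20 and 2.5 ug/ml poly(dI-dC); started with 200 nM TAMRA/BHQ-2 forked duplex and 2 mM ATP. Unwinding read as fluorescence (525/598 nm), two reads 2 h apart.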
TRb SRC2 PPI – qHTS for Inhibitors of the Interaction of Thyroid Hormone Receptor and Steroid Receptor Coregulator 2. AID 1469, 2008. actives 0.065% (n = 280,000). Potency, µM (highest dose often 106 µM), for the others: top-dose activity change, negative = inhibition, usual class: inhibitors. TRbeta-SRC2 peptide binding, fluorescence polarization; receptor liganded with 1 µM T3. Thyroid hormone receptor beta (Homo sapiens), P10828;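 also: plate controls were bound peptide for no effect and peptide without receptor for full effect; nearly all actives have a fitted effect of over 50% in size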
Target sequence (P10828 whole entry, looked up): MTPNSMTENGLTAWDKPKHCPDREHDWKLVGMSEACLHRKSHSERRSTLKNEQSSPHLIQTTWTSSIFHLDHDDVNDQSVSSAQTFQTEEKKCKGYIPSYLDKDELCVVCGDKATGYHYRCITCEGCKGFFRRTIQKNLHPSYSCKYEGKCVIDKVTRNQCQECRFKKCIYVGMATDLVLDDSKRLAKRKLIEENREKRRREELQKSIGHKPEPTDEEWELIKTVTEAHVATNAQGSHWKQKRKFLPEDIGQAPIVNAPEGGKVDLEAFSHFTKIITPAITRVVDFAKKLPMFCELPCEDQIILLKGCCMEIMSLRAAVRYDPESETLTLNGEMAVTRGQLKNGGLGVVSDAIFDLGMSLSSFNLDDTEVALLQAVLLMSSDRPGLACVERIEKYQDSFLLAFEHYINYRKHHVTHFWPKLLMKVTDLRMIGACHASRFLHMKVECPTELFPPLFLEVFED
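Fluorescence polarization of 20 nM Texas Red SRC2 peptide with 0.6 uM human TRb ligand-binding domain, in Tris buffer with 1uM T3 and 5% DMSO. Incubated 5 hr ambient; normalized to unbound and bound controls.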
Tau fibril FP – qHTS for Inhibitors of Tau Fibril Formation, Fluorescence Polarization; Microtubule-associated protein tau (Homo sapiens), P10636; K18 P301L tau heparin fibrillization, Alexa594 FP, 6 h; Potency, µM (doses to about 57.7 µM), inactives show at the top dose activity, negative = inhibition, hits mostly inhibitors; actives 0.39% (n = 280,000); also: nearly all actives have a fitted effect of over 55% in size
Target sequence (P10636 561-689 P618L limits assumed): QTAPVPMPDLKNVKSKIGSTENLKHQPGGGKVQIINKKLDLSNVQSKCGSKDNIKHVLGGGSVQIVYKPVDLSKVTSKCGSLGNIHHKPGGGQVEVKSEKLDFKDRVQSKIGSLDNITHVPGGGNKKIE
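Quantitative HTS format: compounds meet 15 uM recombinant K18 P301L tau and Alexa 594-tau tracer in 100 mM sodium acetate pH 7; 20 uM heparin triggers fibrillization at 37 C over 6 hr; FP gives the signal.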
Tau ThT inhib – qHTS for Inhibitors of Tau Fibril Formation, Thioflavin T Binding; Microtubule-associated protein tau (Homo sapiens), P10636; recombinant tau K18 P301L (four-repeat tau fragment), heparin-induced fibrillization, ThT fluorescence; Potency, µM (highest dose often 57.4 µM), for the others: at the top dose activity, negative = inhibition, hits mostly inhibitors; actives 2.1% (n = 270,000); AID 1460, 2008; also: nearly all actives have a fitted effect of over 55% in size
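Heparin-induced fibrillization of the P301L-mutant K18 repeat-domain fragment of human tau was followed by ThT binding in quantitative high-throughput format.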
JMJD2E inh – qHTS Assay for Inhibitors of Human Jumonji Domain Containing 2E (JMJD2E) | Potency, µM (titrated, usually from 57.1 µM), inactives show at the highest dose activity change, negative = inhibition, usual class: inhibitors | actives 1.6% (n = 230,000) | Lysine-specific demethylase 4E (Homo sapiens), B2RXH2 | JMJD2E catalytic domain, FDH-coupled NADH fluorescence (FDH is formaldehyde dehydrogenase); active = well fitted inhibition curve with a large enough effect, not every such curve was filed as active; inconclusive = small, poorly fitted or top-dose-only effect, or another doubt; inactive = no such curve, though single readings can be large or run the other way;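 also: 0% = wells with enzyme and -100% = buffer wells without enzyme; nearly all actives have a fitted effect of over 50% in size; many of its hits are not listed in these tables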
Target sequence (B2RXH2 1-337 limits assumed): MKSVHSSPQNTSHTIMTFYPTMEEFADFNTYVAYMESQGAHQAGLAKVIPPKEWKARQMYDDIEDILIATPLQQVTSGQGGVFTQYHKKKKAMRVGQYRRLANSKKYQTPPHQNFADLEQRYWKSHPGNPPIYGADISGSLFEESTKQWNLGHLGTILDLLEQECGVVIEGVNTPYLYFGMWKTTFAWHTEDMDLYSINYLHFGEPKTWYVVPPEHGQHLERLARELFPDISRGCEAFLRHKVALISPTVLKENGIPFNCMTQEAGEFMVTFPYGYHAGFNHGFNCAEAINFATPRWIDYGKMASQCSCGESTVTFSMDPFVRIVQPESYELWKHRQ
RGS12 GoLoco inh – qHTS Assay for Inhibitors of RGS12 GoLoco Motif Activity (Red Fluorophore) | Guanine nucleotide-binding protein G(i) subunit alpha-1 (Homo sapiens), P63096 | Gai1:RGS12 GoLoco peptide FP, rhodamine, 10 min | Potency, µM (highest dose often 61.6 µM), inactives show top-dose activity, negative = inhibition, actives largely listed as inhibitors | actives 0.44% (n = 230,000) | AID 880, 2007; active = well fitted inhibition curve with a large enough effect, not every such curve was filed as active; inactive = no such curve, though single readings can be large or run the other way; also: nearly all actives have a fitted effect of over 30% in size; many of its hits are not listed in these tables
L3MBTL1 inh – qHTS Assay for the Inhibitors of L3MBTL1. actives 0.66% (n = 230,000). Potency, µM (series often up to 57.1 µM), for inactives: top-dose activity, negative = inhibition, actives largely listed as inhibitors. AlphaScreen L3MBTL1–H3K9me1 peptide binding. Lethal(3)malignant brain tumor-like protein 1 (Homo sapiens), Q9Y468; also: nearly all actives have a fitted effect of over 60% in size
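Displacement of a biotinylated histone H3(1-15) peptide monomethylated at Lys9 (75 nM) from L3MBTL1 (50 nM) was measured by AlphaScreen after a 30 min room-temperature compound incubation; cefsulodin titration served as intraplate control.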
An asterisk follows results filed as active; i = inactive; ? = inconclusive; / = not tested or not shown; [ ] = remark or other dose. Unless noted, calls follow the shape of the dose curve; as a rule, active = well fitted curve in the direction sought with a large enough effect; inconclusive = small, poorly fitted or top-dose-only effect, or another doubt; inactive = no such curve, though single readings can be large; an effect the other way counts as inactive or inconclusive. Unless noted, % is scaled to controls: 0 for no effect and ±100 for the full control effect; potency is read from the fitted curve at half-maximal effect.

The opening three records, to show the layout:
SMILES | TexasRed fluor | RECQ1 inh | TRb SRC2 PPI | Tau fibril FP | Tau ThT inhib | JMJD2E inh | RGS12 GoLoco inh | L3MBTL1 inh
Cc1ccc(NC(=O)c2ccc3nc[nH]c3c2)cc1C | -4% | -16% | 5% | -6% | -12% | -4% | -23% | -1%
CCOC(=O)c1oc2ccccc2c1NC(=O)CN1CCN(C)CC1 | 0% | 0% | -9% | -4% | -7% | -5% | 1% | 0%
CN(C(=O)CSc1nnc(NCc2ccccc2)s1)C1CCS(=O)(=O)C1 (centres undefined) | -1% | i | 1% | 3% | 2% | -1% | 10% | 3%

The list itself (from the top)
SMILES | TexasRed fluor | RECQ1 inh | TRb SRC2 PPI | Tau fibril FP | Tau ThT inhib | JMJD2E inh | RGS12 GoLoco inh | L3MBTL1 inh
Cc1ccc(NC(=O)c2ccc3nc[nH]c3c2)cc1C | -4% | -16% | 5% | -6% | -12% | -4% | -23% | -1%
CCOC(=O)c1oc2ccccc2c1NC(=O)CN1CCN(C)CC1 | 0% | 0% | -9% | -4% | -7% | -5% | 1% | 0%
CN(C(=O)CSc1nnc(NCc2ccccc2)s1)C1CCS(=O)(=O)C1 (centres undefined) | -1% | i | 1% | 3% | 2% | -1% | 10% | 3%
Cc1ccccc1OCc1nnc(SCC(=O)NCc2ccccc2)n1C | 2% | -5% | 4% | 4% | 7% | 11% | 9% | 12%
COc1cc(N)c(Br)cc1C(=O)O | -8% | -15% | 0% | -1% | -3% | 3% | -1% | /
Cc1cc2n(n1)C(c1ccc(N(C)C)cc1)Nc1ccccc1-2 (centres undefined) | -4% | i | -3% | 16% | ? | ? | 6% | 34%[activator]
O=C1CC(CCC(=O)NC2CC2)c2ccccc2N1 (centres undefined) | -2% | i | 6% | -1% | 0% | 6% | -4% | 4%
O=C(Cn1c(=O)n(Cc2ccc(Cl)cc2)c(=O)c2cccnc21)Nc1ccccc1C(F)(F)F | -13% | / | -6% | -17% | 6% | / | / | /
CN(C)C1=NC(=O)/C(=C\c2ccccc2)S1 | -1% | i | 1% | -4% | -2% | -1% | 6% | /
Cc1cccc(C)c1NC(=O)N1CC=C(n2c(=O)[nH]c3ccccc32)CC1 | 0% | i | -1% | -10% | ? | -11% | / | -4%
Cc1ccc(-c2nnn3c2nc(NCCc2ccc(S(N)(=O)=O)cc2)c2ccccc23)cc1 | 0% | -4% | -8% | -1% | 8% | -6% | -1% | 27%
N#Cc1c(-c2ccccc2)nc2n1CCS2 | -1% | i | 4% | 1% | -2% | -3% | 13% | -2%
COc1cccc(CN(C(=O)c2cccc(C)c2)C2CCS(=O)(=O)C2)c1 (centres undefined) | -28% | / | -4% | 4% | -15% | / | / | /
CCC(Sc1nc(N)c(NC(=O)c2ccc(OC)cc2)c(=O)[nH]1)C(=O)O (centres undefined) | 2% | i | 3% | 4% | 2% | 1% | 6% | /
COc1ccccc1CCNC(=O)c1ccoc1C | 3% | -8% | -4% | 5% | 2% | 5% | 1% | -3%
O=c1[nH]c(CN(CCc2ccccc2)S(=O)(=O)c2ccc(Cl)cc2)nc2ccccc12 | -1% | 1% | 1% | -9% | -1% | -8% | 5% | 7%
COc1ccc2cc(C(N)=O)c(=Nc3ccccc3)oc2c1 | -3% | 0% | 1% | 1% | 5% | 2% | 1% | /
COc1ccc(CCNc2oc(-c3ccco3)nc2C#N)cc1 | -7% | i | -2% | 12% | ? | ? | 1% | ?
Cc1ccc(S(=O)(=O)NCCS(=O)(=O)N2CCN(c3ccccc3)CC2)cc1 | -8% | / | -2% | 6% | -2% | / | / | /
CC1=C(C(=O)Nc2ccc(F)cc2)C(c2ccc(C)o2)C2=C(CC(C)(C)CC2=O)N1 (centres undefined) | 0% | i | -18% | -7% | -9% | ? | 0% | 1%
CCOC(=O)c1c(C(=O)OCC)c(C)n(CCc2ccc(OC)c(OC)c2)c1C | 0% | i | -5% | 0% | 2% | 5% | 1% | -17%
CC(C)Sc1cc(N2CCOCC2)nc(-c2ccc(Cl)cc2)n1 | 0% | -19% | -1% | -11% | -2% | 6% | -4% | 3%
O=C(CSc1nc(-c2ccccc2)nc2c1Cc1ccccc1O2)N1CCCCC1 | -1% | / | -5% | -17% | 1% | / | / | /
COc1ccc(CCCc2n[nH]c(=S)n2C)cc1C | 4% | -6% | 6% | -4% | -12% | -4% | 3% | /
COc1ccc(C)cc1NS(=O)(=O)c1cc(Br)cc2c1N(C(C)=O)C(C)C2 (centres undefined) | -2% | / | 1% | -6% | -8% | / | / | /
Cc1cccc(Cn2c(SCc3ccc(C(=O)NCc4cccs4)cc3)nc3ccncc32)c1 | 0% | / | -1% | 3% | 7% | / | / | /
COc1ccc(C2CCN(Cc3cccnc3)CC2O)cc1 (centres undefined) | -2% | -4% | -16% | 5% | -1% | -11% | 12% | -2%
COc1ccc(N2C(=O)CSCC2=O)cc1OC | -1% | -1% | -1% | 6% | -5% | 13% | -2% | 22%
COc1ccc(CNC(=O)c2sc3nc4n(c(=O)c3c2C)CCCC4)cc1 | -29% | / | 0% | 7% | -12% | / | / | /
CCOC(=O)c1nc2cc3n(c(C)c-2c1C)C(C)C(C)=C3C (centres undefined) | -1% | 18% | -13% | -3% | -11% | ? | 1% | -2%
CCc1ccccc1NC(=S)N(Cc1cccnc1)Cc1ccco1 | 1% | 8% | 6% | -3% | 0% | 10% | -6% | 5%
COc1cccc(C(=O)NC(=S)N2CCN(c3ccc(C(F)(F)F)cc3[N+](=O)[O-])CC2)c1 | 4% | -3% | 5% | -3% | -10% | 5% | 5% | -20%
Cc1cc(C)cc(NC(=O)c2cccc3c2C(=O)N(C2CCCCC2)C3)c1 | 1% | / | 3% | -6% | -7% | / | / | /
CCOc1ccc(N2C(=O)S/C(=C\c3ccc(O)c(OC)c3)C2=O)cc1 | -2% | -2% | -7% | -4% | ? | 1% | 4% | 0%
Cc1ccc(NC(=O)c2ccnc(C(C)(C)C)c2)cc1 | -2% | -4% | -2% | -12% | -6% | 9% | -4% | 7%
CCN(CC)CCCNC(=O)c1nn(C)c2c1CS(=O)(=O)c1ccccc1-2 | ? | / | -1% | -6% | -10% | / | / | /
O=C(c1cccc(C(F)(F)F)c1)C1CCCN(Cc2cccc(OCCO)c2)C1 (centres undefined) | -1% | i | -5% | -7% | -2% | 7% | -6% | -1%
O=C(O)C1C2C=CC(C3CC23)C1C(=O)O (centres undefined) | -1% | 2% | 0% | 9% | -3% | -1% | -8% | 17%[11.4 µM]
O=C(NC(=S)NCc1ccccc1)C1CC1 | -4% | -6% | 9% | -4% | -3% | 1% | 10% | 7%
COC(=O)c1cccc(C23CC4(C2)[C@H](CN(CC2CCCCC2)[C@@H]4c2ccccc2)C3c2ccc(Cl)nc2)c1 (some centres undefined) | 0% | -3% | -2% | -3% | -8% | -8% | 16% | /
CS(=O)(=O)N1CCCC(C(=O)Nc2ccc(F)cc2F)C1 (centres undefined) | 2% | i | 4% | 4% | 5% | 5% | 4% | /
CCCN(C(=O)CSc1nnnn1C)C1CCS(=O)(=O)C1 (centres undefined) | -1% | i | 5% | 2% | 5% | -2% | 7% | -3%
CCCCNC(=S)N/N=C/c1cccc(OCC)c1O | -1% | -1% | 1% | -4% | -10% | -18% | 8% | 3%
c1ccc(Nc2nc3ccccc3o2)cc1 | -1% | -18% | 6% | 8% | -18% | 2% | 6% | /
O=C(Nc1ccc(N2CCCCC2)cc1)c1cncc(Br)c1 | -8% | -3% | -1% | 3% | ? | 0% | 33%[activator] | -8%
Cc1nn(CC(=O)N/N=C/c2ccc3c(c2)OCO3)c(C)c1Br | -3% | -5% | -3% | -10% | 2% | ? | -7% | 15%
O=C(COc1ccc2c(c1)C(=O)CC1(CCCCC1)O2)NCc1ccccn1 | 0% | 0% | -19% | 3% | -12% | ? | -7% | -1%
CCCC(=O)Nc1cc(C(F)(F)F)ccc1N1CCOCC1 | 0% | -16% | -2% | -1% | -2% | -14% | 0% | /
CCCCOC(=O)Nc1cc(C)c(Cl)cc1OC | 0% | -5% | -11% | 0% | -10% | -1% | 3% | /
O=C1/C(=C/c2cccc3ccccc23)CCCc2ccccc21 | 0% | -1% | 3% | -12% | ? | -8% | 44%[activator] | 0%
CC/C(=N/N=C(\CC)c1ccccc1)c1ccccc1 | -1%[53 µM] | -4% | 0%[53 µM] | -6% | -6% | 2% | -1% | 29%
COc1cccc(N2CCN(C(=O)C3CCN(S(=O)(=O)c4cccs4)CC3)CC2)c1 | 1% | 0% | -1% | 8% | -12% | 8% | 8% | /
COC(=O)C1CCN(C(=O)COC(=O)c2n[nH]c3ccccc23)CC1 | 1% | i | -3% | -6% | -7% | ? | -1% | -2%
CN(C)c1nc(N)nc(CSc2nc3c(c(=O)n(C)c(=O)n3C)n2Cc2ccccc2F)n1 | -2% | -18% | -3% | 3% | -6% | 4% | 2% | /
Cc1ccc(C(=O)N2CCN(CCc3ccncc3)CC2)cc1 | 0% | / | -3% | -5% | -1% | / | / | /

Two compounds drawn at random from those above, as already listed:
SMILES | TexasRed fluor | RECQ1 inh | TRb SRC2 PPI | Tau fibril FP | Tau ThT inhib | JMJD2E inh | RGS12 GoLoco inh | L3MBTL1 inh
CC/C(=N/N=C(\CC)c1ccccc1)c1ccccc1 | -1%[53 µM] | -4% | 0%[53 µM] | -6% | -6% | 2% | -1% | 29%
O=C(Nc1ccc(N2CCCCC2)cc1)c1cncc(Br)c1 | -8% | -3% | -1% | 3% | ? | 0% | 33%[activator] | -8%

An excerpt; rates above refer to the full screens.
